UGM FP inh = Mtb UDP-galactopyranose mutase inhibition | P9WIQ1 | purified UGM, fluorescence polarization probe displacement | inhibition, % at 10 µM | actives 0.06% (n = 320,000); in the data active means inhibition above about 10%, passing the limit was not always enough; inconclusive means no clear call, values can overlap the other calls
Target sequence (P9WIQ1 whole entry, looked up): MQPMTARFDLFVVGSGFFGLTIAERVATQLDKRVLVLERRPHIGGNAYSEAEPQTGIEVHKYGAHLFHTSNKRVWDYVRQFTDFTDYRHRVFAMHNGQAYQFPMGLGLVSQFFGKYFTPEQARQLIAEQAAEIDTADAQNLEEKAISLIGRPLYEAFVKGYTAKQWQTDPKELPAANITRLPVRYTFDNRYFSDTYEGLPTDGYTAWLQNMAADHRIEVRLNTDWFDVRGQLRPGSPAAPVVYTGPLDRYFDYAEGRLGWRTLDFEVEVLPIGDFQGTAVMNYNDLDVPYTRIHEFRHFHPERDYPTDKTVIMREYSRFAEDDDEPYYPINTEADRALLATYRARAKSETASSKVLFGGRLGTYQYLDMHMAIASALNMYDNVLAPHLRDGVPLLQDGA
BoNT-F LC inh = blocks Botulinum neurotoxin F light chain protease; Multiplex microsphere protease cleavage assay, flow cytometry; inhibition, % at 10 µM; actives 0.22% (n = 360,000); AID 588497; in the data active means inhibition above about 35%, passing the limit was not always enough; inconclusive means no clear call, values can overlap the other calls; further: plate controls were buffer without enzyme for full effect and enzyme alone for no effect
PrPC surface inh = cell surface PrPC inhibition, primary TR-FRET screen | TR-FRET read-out | actives 0.43% (n = 370,000) | P04156 | inhibition, % at 13.8 µM | AID 720596; in the data active means inhibition above about 24%; further: 0% = median of the test wells and 100% = reference compound wells
BoNT-A LC inh2 = blocks Botulinum neurotoxin A light chain protease. multiplex microsphere protease substrate cleavage, flow cytometry. inhibition, % at 10 µM. actives 0.17% (n = 360,000); in the data active means inhibition above about 30%; inconclusive means no clear call, values can overlap the other calls; further: plate controls were buffer without enzyme for full effect and enzyme alone for no effect
FadD28 FP inh = blocks FadD28 binding to the bisubstrate probe. fluorescence polarization. inhibition, % at 12.5 µM. actives 0.22% (n = 360,000). AID 588549; in the data active means inhibition above about 8.5%, passing the limit was not always enough; inconclusive means no clear call, values can overlap the other calls
CCHF vOTU inh = CCHFV vOTU protease inhibition; Pep-AMC fluorescence; inhibition, % at 11.5 µM; actives 0.55% (n = 370,000); further: 0% = vehicle wells with enzyme and 100% = no enzyme wells
FBA Mtb inh = inhibits M. tuberculosis FBA enzyme. purified M. tuberculosis FBA, fluorescence read-out. inhibition, % at 1 µM. actives 2.3% (n = 360,000); in the data active means inhibition above about 27%;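 further: 0% = vehicle and 100% = reference inhibitor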
Target sequence (P9WQA3 whole entry, looked up): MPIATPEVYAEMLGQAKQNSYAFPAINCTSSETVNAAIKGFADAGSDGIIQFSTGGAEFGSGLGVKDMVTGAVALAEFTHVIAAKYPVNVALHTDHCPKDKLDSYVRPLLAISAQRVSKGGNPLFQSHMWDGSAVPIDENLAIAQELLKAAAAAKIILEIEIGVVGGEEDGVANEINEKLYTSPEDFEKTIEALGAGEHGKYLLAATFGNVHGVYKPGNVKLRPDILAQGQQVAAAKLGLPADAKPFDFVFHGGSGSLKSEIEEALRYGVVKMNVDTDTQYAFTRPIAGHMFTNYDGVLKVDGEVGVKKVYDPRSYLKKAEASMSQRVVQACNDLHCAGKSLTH
Mtb BioA inh = BioA (M. tuberculosis) enzyme inhibition. purified M. tuberculosis BioA enzyme, plate reader. inhibition, % at 9.99 µM. actives 0.096% (n = 360,000); in the data active means inhibition above about 40%; inconclusive means no clear call, values can overlap the other calls
GDH-TPI counter = GDH-TPI coupled enzyme inhibition counter-screen. GDH-TPI coupled enzyme counterscreen, NADH absorbance. inhibition, % at 4.8 µM. actives 1.2% (n = 360,000). AID 588335;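 further: 0% = DMSO wells and 100% = wells lacking the enzyme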
The depositor's hits bear a star; ? = inconclusive; · = no result given; & = joins results of further samples. Unless noted, no stated cut-off is given here; in the data, active means inhibition above about 30%; inactive means the rest. The order is random, and some 4.8% of all compounds hit somewhere here.

1	O=C(CSc1nnc(COc2ccccc2)n1Cc1ccco1)NCc1ccco1
2	O=C(NCCN1CCN(C(=O)c2ccc(F)cc2)CC1)c1ccc(F)cc1
3	O=C(NNC(=O)C1CC1)c1ccc(F)cc1F
4	CCCCCCn1c(SCCC)nc2c1c(=O)[nH]c(=O)n2C
5	O=C(CSc1nc2ccccc2c(=O)[nH]1)Nc1nc(-c2ccc(Br)cc2)cs1
6	Cn1c(Cn2c3ccccc3c3ccccc32)n[nH]c1=S

Compound	1	2	3	4	5	6
UGM FP inh	-2.8	2.2	-1.3	-1.2	-1.6	-0.1
BoNT-F LC inh	12	-3	-18	-2	4	?
PrPC surface inh	3	-2	-4	-1	-4	3
BoNT-A LC inh2	0.1	-0.8	-1.4	-0.7	-0.3	-4.3
FadD28 FP inh	-1.9	·	-0.1	1.5	-2.9	-3.2
CCHF vOTU inh	11	-7	-11	9	0	21
FBA Mtb inh	1	0	7	7	-3	4
Mtb BioA inh	·	0.8	0.7	-1.1	-1.9	-0.5
GDH-TPI counter	16	0	9	-3	-3	17

7	O=C(O)c1c2c(nc3ccccc13)/C(=C/c1ccc(OC(F)F)cc1)CCC2
8	Cc1nnc(SCC(=O)Nc2ccc(Br)cn2)[nH]c1=O
9	O=C(Cc1cccc2ccccc12)NCCOc1ccccc1F
10	O=C(COc1ncnc2ccccc12)N1CCN(S(=O)(=O)c2ccccc2)CC1
11	Cc1ccc(NC(=O)C2c3ccccc3-c3ccccc32)cc1
12	CC(C)(C)c1ccc(/C=C2\Oc3c(ccc(O)c3CN3CCN(CCO)CC3)C2=O)cc1

Compound	7	8	9	10	11	12
UGM FP inh	2.8	1.9	-0.3	1.6	·	0.6
BoNT-F LC inh	1	·	-1	-3	-6	10
PrPC surface inh	-17	3	1	-3	2	-12
BoNT-A LC inh2	3.2	·	-0.3	0.9	-0.1	1.8
FadD28 FP inh	-3.7	0.6	-2.2	-3.4	-1.2	1.2
CCHF vOTU inh	2	9	1	15	15	-11
FBA Mtb inh	8	0	0	2	0	-5
Mtb BioA inh	-0.4	-3.1	-2.0	-0.2	-1.4	-4.6
GDH-TPI counter	9	2	1	1	·	29

Retrieved by compound from the list above:
9	O=C(Cc1cccc2ccccc12)NCCOc1ccccc1F
10	O=C(COc1ncnc2ccccc12)N1CCN(S(=O)(=O)c2ccccc2)CC1
11	Cc1ccc(NC(=O)C2c3ccccc3-c3ccccc32)cc1

Compound	9	10	11
UGM FP inh	-0.3	1.6	·
BoNT-F LC inh	-1	-3	-6
PrPC surface inh	1	-3	2
BoNT-A LC inh2	-0.3	0.9	-0.1
FadD28 FP inh	-2.2	-3.4	-1.2
CCHF vOTU inh	1	15	15
FBA Mtb inh	0	2	0
Mtb BioA inh	-2.0	-0.2	-1.4
GDH-TPI counter	1	1	·

More results follow:
13	COc1ccccc1NC(=O)N1CCCC1
14	COc1cccc(NC=C2C(=O)OC3(CCCCC3)OC2=O)c1
15	CCOCCCNC(=O)c1ccc2nc(-c3ccc(OC)c(OC)c3)c(-c3ccc(OC)c(OC)c3)nc2c1
16	O=C(Nc1ccncc1)c1ccc(NS(=O)(=O)c2ccc3[nH]c(=O)[nH]c3c2)cc1
17	COc1c2c(nc3occc13)C(CC=C(C)C)(OC)C(O)CC2 (configuration not stated)
18	CCOc1ccccc1NC(=O)c1cnc2n(c1=O)CCS2

Compound	13	14	15	16	17	18
UGM FP inh	0.3	1.2	0.5	1.4	0.9	-3.4
BoNT-F LC inh	0	·	3	1	0	4
PrPC surface inh	-4	-1	-35	-4	0	9
BoNT-A LC inh2	0.0	·	7.4	-0.9	0.7	-1.0
FadD28 FP inh	-1.1	0.2	-0.8	-1.8	-2.5	-4.3
CCHF vOTU inh	14	7	-1	13	5	13
FBA Mtb inh	0	3	1	0	0	-1
Mtb BioA inh	0.1	-1.4	20	-0.8	-0.2	-1.7
GDH-TPI counter	1	10	-3	13	-2	4

19	CN(CC(=O)Nc1ccc(C(N)=O)cc1)CC(=O)Nc1ccccc1Cl
20	COc1ccc(/C=C2\CCCc3c2nc2ccc(C)cc2c3C(=O)O)cc1O
21	CCOC(=O)CSc1n[nH]c(NC(=O)NC(C)C)n1
22	CC(C)(C)n1c(O)c2n(c1=O)Cc1ccccc1N=C2c1ccccc1
23	O=c1[nH]c2cc3c(cc2cc1CN(Cc1cccnc1)Cc1nnnn1Cc1ccco1)OCCO3
24	Cc1ccc(S(=O)(=O)N(CC(=O)NCc2cccnc2)c2ccc(F)cc2)cc1

Compound	19	20	21	22	23	24
UGM FP inh	-0.4	4.6	-2.0	·	1.7	2.4
BoNT-F LC inh	2	-7	6	-20	4	3
PrPC surface inh	0	-10	1	1	3	-6
BoNT-A LC inh2	-0.3	0.7	0.0	-1.9	1.7	0.9
FadD28 FP inh	-2.4	?	0.7	-1.3	-1.8	·
CCHF vOTU inh	-13	13	-12	15	-17	6
FBA Mtb inh	1	16	-1	0	34*	0
Mtb BioA inh	·	0.0	·	-2.4	0.3	-0.4
GDH-TPI counter	7	27	-2	·	18	9

25	COCc1cc(C)nc(SCC(=O)N2CCC(C)CC2)c1C#N
26	Cc1noc(C)c1NC(=O)N(C)C[C@H]1Oc2c(NC(=O)NC(C)C)cccc2C(=O)N([C@H](C)CO)C[C@@H]1C
27	CCCc1c(-c2ccc(O)cc2)nn(-c2ccc(O)cc2)c1-c1ccc(O)cc1
28	C[C@@H]1CN([C@H](C)CO)C(=O)c2cc(Br)cnc2O[C@@H]1CN(C)Cc1ccc(-c2ccccc2)cc1
29	COc1ccc(-n2nc(C(=O)NCC(=O)NCc3cccc(F)c3)c3ccccc3c2=O)cc1Cl
30	COc1ccccc1N(CC(=O)N(c1ccccc1)C(C)C)S(=O)(=O)c1cccs1

Compound	25	26	27	28	29	30
UGM FP inh	-2.2	2.4	0.5	·	0.9	-2.8
BoNT-F LC inh	-5	-8	-1	5	36*	-6
PrPC surface inh	-5	-4	·	0	-3	13
BoNT-A LC inh2	-1.4	-0.3	-0.1	-0.3	3.2	-0.9
FadD28 FP inh	-3.7	-2.8	-32	-3.4	-0.5	-1.3
CCHF vOTU inh	4	-2	·	-2	-10	11
FBA Mtb inh	2	-1	2	1	3	1
Mtb BioA inh	·	-2.9&-0.8	0.7	2.2&-4.1	-0.1	·
GDH-TPI counter	-8	5	1	-13	0	0

31	COc1ccc(Oc2ccc(-c3ccn[nH]3)cc2)cc1
32	Cc1c(NS(=O)(=O)c2ccc3c(c2)CCN3C(=O)C2CC2)c(=O)n(-c2ccccc2)n1C
33	COc1ccc(CCNC(=O)CCCn2c(=S)[nH]c3cc4c(cc3c2=O)OCO4)cc1OC
34	COc1ccc(CNC(=O)C2COc3ccccc3O2)cc1 (configuration not stated)
35	O=C(/C=C/c1ccco1)NC(=S)Nc1ccc(N2CCOCC2)c(Cl)c1
36	Oc1cccnc1CN1CCOCC1

Compound	31	32	33	34	35	36
UGM FP inh	2.2	1.7	·	-1.5	-0.8	·
BoNT-F LC inh	?	-2	2	-5	5	-1
PrPC surface inh	4	-7	2	-3	7	6
BoNT-A LC inh2	-1.4	0.0	-0.2	0.2	0.8	-0.4
FadD28 FP inh	-2.9	0.0	1.4	-3.1	0.3	-1.0
CCHF vOTU inh	-9	10	-13	1	9	-5
FBA Mtb inh	1	-1	3	1	2	0
Mtb BioA inh	-0.9	-0.3	0.5	-0.2	-0.7	-1.0
GDH-TPI counter	6	8	17	-2	23	1

37	CCCC(=O)Nc1ccc(Cl)c(NC(=S)NC(=O)c2cc3ccccc3o2)c1
38	Fc1ccccc1CN1CCN(c2ncccn2)CC1
39	O=C(NCC1CCCO1)c1ccc2c(=O)n(Cc3cccc(Br)c3)c(=S)[nH]c2c1 (configuration not stated)
40	COC(=O)c1c(-c2ccc(OC)cc2)oc2ccc(-c3cc(OC)c(OC)c(OC)c3)cc12
41	COc1cccc(NC(=O)c2ccccc2-c2ccccc2)c1
42	Cc1ccc2cc(C=O)c(N3CCOCC3)nc2c1C

Compound	37	38	39	40	41	42
UGM FP inh	-1.4	-0.9	1.7	1.3	0.3	-0.5
BoNT-F LC inh	-3	?	-8	-3	3	·
PrPC surface inh	0	9	-4	-3	5	3
BoNT-A LC inh2	-0.6	-1.4	-0.3	-0.2	0.2	·
FadD28 FP inh	-0.8	-3.7	-3.3	-1.4	-1.9	0.3
CCHF vOTU inh	-8	-10	11	-3	-11	8
FBA Mtb inh	-2	1	-2	6	-1	5
Mtb BioA inh	-2.3	-0.3	-0.5	0.1	-1.4	0.6
GDH-TPI counter	15	5	2	6	7	12

43	CC1(C(=O)NS(=O)(=O)C2CC2)CCCN(C(=O)c2ccc3ccccc3c2)C1 (configuration not stated)
44	C/C=C1\COC(C(=O)NCCCN2CCCC2=O)(C(F)(F)F)C=C1C=C(C)C (configuration not stated)
45	CN(C)c1ccc(C(=S)N2CCCC2)cc1Br
46	Cc1ccc(C2(C)NC(=O)N(CC(=O)NCCC3=CCCCC3)C2=O)cc1 (configuration not stated)
47	COc1ccc(C(=O)N/N=C/c2cc3ccccc3[nH]c2=S)cc1
48	COc1ccc(C)cc1Nc1n[n+](-c2ccccc2)c(-c2cc([N+](=O)[O-])cc(OC)c2O)s1

Compound	43	44	45	46	47	48
UGM FP inh	·	0.4	-1.3	1.1	4.6	-0.1
BoNT-F LC inh	-1	11	8	26	-11	-23
PrPC surface inh	-6	4	0	4	-21	·
BoNT-A LC inh2	-0.8	0.0	-0.8	0.2	7.9	0.4
FadD28 FP inh	-0.2	-0.9	-2.4	0.9	-4.0	-3.1
CCHF vOTU inh	-3	-1	0	15	13	·
FBA Mtb inh	0	5	-1	6	1	-4
Mtb BioA inh	0.1	1.2	0.0	0.7	1.1	-0.3
GDH-TPI counter	4	12	-3	8	26	-1

49	O=C/C=C/c1c(-c2ccccc2)cc2oc3ccccc3cc1-2
50	CCCCCc1ccc(-c2ccc(OCC)cc2)nc1
51	O=[n+]1c2c(n([O-])c3ccccc31)CCCC2
52	Cc1cccc(NC(=O)CSCC(=O)N(CCC(C)C)c2c(N)n(Cc3ccccc3)c(=O)[nH]c2=O)c1
53	Cc1cccc(OC(=O)c2cn(C)nc2C(F)(F)F)c1C
54	CN1CCN(S(=O)(=O)c2cccc(C(=O)O)c2)CC1

Compound	49	50	51	52	53	54
UGM FP inh	1.6	-0.3	-1.0	0.6	-1.8	-5.0
BoNT-F LC inh	-57	-2	2	14	-6	-2
PrPC surface inh	-11	-2	3	1	5	-5
BoNT-A LC inh2	-0.1	0.6	0.3	-0.8	0.2	-0.4
FadD28 FP inh	-2.0	-2.1	-2.1	-2.0	-3.9	-3.7
CCHF vOTU inh	14	9	5	25	6	7
FBA Mtb inh	2	-1	1	1	0	2
Mtb BioA inh	-2.5	·	-1.9	·	0.9	-1.0
GDH-TPI counter	22	-4	13	-1	0	-6

A different layout for part of the listing above:
no. | Compound | UGM FP inh | BoNT-F LC inh | PrPC surface inh | BoNT-A LC inh2 | FadD28 FP inh | CCHF vOTU inh | FBA Mtb inh | Mtb BioA inh | GDH-TPI counter
12 | CC(C)(C)c1ccc(/C=C2\Oc3c(ccc(O)c3CN3CCN(CCO)CC3)C2=O)cc1 | 0.6 | 10 | -12 | 1.8 | 1.2 | -11 | -5 | -4.6 | 29
52 | Cc1cccc(NC(=O)CSCC(=O)N(CCC(C)C)c2c(N)n(Cc3ccccc3)c(=O)[nH]c2=O)c1 | 0.6 | 14 | 1 | -0.8 | -2.0 | 25 | 1 | · | -1

Remaining list, next part.
55	COC(=O)Cc1[nH]nc2c1C1(C(=O)N(Cc3ccccc3)c3ccccc31)C(C#N)=C(N)O2 (configuration not stated)
56	CCCCCOc1ccc(C2NC(=O)NC2=O)cc1 (configuration not stated)
57	CCOC(=O)C1(CCOc2ccccc2)CCN(CCCn2cccn2)CC1
58	COC(=O)c1ccc(S(=O)(=O)N2CCc3ccccc3C2)cc1
59	CC(=O)Nc1ccc(NC(=O)CSc2nnnn2-c2ccccc2F)cc1
60	Cc1ccc(C2CCN(C(=O)Nc3ccc(F)cc3)C2)cc1 (configuration not stated)

Compound	55	56	57	58	59	60
UGM FP inh	2.3	-1.4	0.5	2.2	0.1	-0.3
BoNT-F LC inh	-4	-5	-2	14	?	-5
PrPC surface inh	0	-5	-10	1	11	2
BoNT-A LC inh2	0.5	-0.2	0.0	-1.4	?	0.0
FadD28 FP inh	-5.4	-3.8	-0.8	-2.9	-0.1	-0.9
CCHF vOTU inh	-5	-7	9	7	3	-9
FBA Mtb inh	0	1	4	-3	1	-1
Mtb BioA inh	0.4	1.9	·	-1.4	-5.9	3.8
GDH-TPI counter	-5	-3	0	-13	-20	0

Source: PubChem (several laboratories)
